TROY signal inh: blocks TROY-dependent signaling in reporter cells | Q293 LMP1-TROYcd NF-kB luciferase reporter, 4 h | AID 1347056 | 0.98% of 360,000 active | inhibition, % at 10 µM;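 active = compounds whose plate-normalised and pattern-corrected inhibition of the luciferase reporter signal at the single screening dose is 50% or more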
TLR9-MyD88 block: inhibitors of human TLR9-MyD88 binding. CHO BLA complementation TLR9-MyD88, CCF4 FRET ratio. Q9NR96+Q99836. 0.21% of 340,000 active. AID 504734. inhibition, % at 4.98 µM;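 active = inhibition above the mean over all tested compounds plus 3 SD, cut at about 21% in these data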;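 also: 0% = DMSO only wells and 100% = clavulanate BLA inhibitor control wells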
NR5A2 inv ag: NR5A2 inverse agonism in reporter assay; 0.13% of 360,000 active; AID 602396; inhibition, % at 3.6 µM; HEK293T StAR-luciferase reporter, LRH-1 transfected, 24 h; O00482;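 active = inhibition above the mean inhibition of all tested compounds plus 3 SD, cut at about 73% in these data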;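 also: 0% = DMSO wells and 100% = reporter-only cells lacking LRH-1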
Target sequence (O00482 whole entry, looked up): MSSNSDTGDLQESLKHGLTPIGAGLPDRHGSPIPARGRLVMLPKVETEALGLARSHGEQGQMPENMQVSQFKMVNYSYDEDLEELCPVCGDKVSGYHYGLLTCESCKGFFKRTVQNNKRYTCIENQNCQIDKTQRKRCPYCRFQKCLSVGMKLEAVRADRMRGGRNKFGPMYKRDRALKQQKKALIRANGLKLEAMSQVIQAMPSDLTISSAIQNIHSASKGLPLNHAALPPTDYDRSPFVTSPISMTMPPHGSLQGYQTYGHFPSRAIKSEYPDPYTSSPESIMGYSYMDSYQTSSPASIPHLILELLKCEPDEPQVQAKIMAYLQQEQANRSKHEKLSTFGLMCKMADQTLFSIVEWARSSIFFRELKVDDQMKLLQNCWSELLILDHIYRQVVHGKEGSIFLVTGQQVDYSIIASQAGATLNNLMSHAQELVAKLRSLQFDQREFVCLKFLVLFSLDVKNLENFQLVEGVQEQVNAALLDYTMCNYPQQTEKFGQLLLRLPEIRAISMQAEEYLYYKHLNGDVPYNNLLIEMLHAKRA
NOD2 RIPK2 PPI: inhibitors of human NOD2-RIPK2 interaction | 0.38% of 360,000 active | inhibition, % at 4.98 µM | CHO BLA complementation NOD2-RIPK2, CCF4 ratio | AID 624267; in the data active = inhibition above about 21%;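 also: 0% = vehicle only and 100% = reference blocker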
SRC1 inh: inhibits human SRC1 coactivator | HEK293 GAL4-SRC1 luciferase reporter, luminescence | AID 588354 | 0.12% of 360,000 active | inhibition, % at 3.6 µM;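 active = inhibition above the campaign mean plus 3 SD, with each screening campaign given its own cutoff, cut at about 60% in these data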;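 also: 0% = DMSO treated cells and 100% = gossypol at 36 µM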
NCOA3 inh: inhibitors of human steroid receptor coactivator 3 (SRC3) | Q9Y6Q9 | HEK293 GAL4-SRC3 luciferase reporter, luminescence | inhibition, % at 3.6 µM | 0.17% of 360,000 active | AID 588352;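 active = inhibition above a per-campaign cutoff, the mean of all compounds plus 3 SD, cut at about 60% in these data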;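 also: 0% = DMSO-treated cells and 100% = gossypol-treated cells at 36 µM; higher means less SRC3-driven luciferase light from the GAL4 reporter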
Vif imaging: blocks HIV Vif function. AID 602346. inhibition, % at 7.49 µM. 0.35% of 340,000 active. HEK293T cells, Vif self-association by quenched fluorescence, imaging, 24 h; in the data active = inhibition above about 50%, passing the limit was not always enough; also: some results filed as inactive read as strong as hits
NCOA2 inhibitor: human SRC2 (NCOA2) inhibition | HEK293 GAL4-SRC2 luciferase reporter, luminescence | inhibition, % at 9 µM | 0.17% of 370,000 active;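 active = inhibition above the mean inhibition of all tested compounds plus 3 SD, set per campaign, cut at about 52% in these data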;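 also: 0% = DMSO treated cells and 100% = cells given Gossypol at 36 µM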
TRAIL sens C8: sensitizes caspase-8 expressing cells to TRAIL; NB7+C8 cells + TRAIL, ATPlite viability luminescence; inhibition (viability loss, TRAIL sensitization), % at 10 µM; 1% of 360,000 active;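 active = compounds causing at least 50% loss of cell viability in the single-dose screen, relative to plate controls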
EBV LMP1 NFkB: inhibitors of Epstein-Barr LMP1-induced NF-kappaB reporter; inhibition, % at 12.5 µM; AID 504558; LMP1-induced NF-kappaB luciferase reporter cells, luminescence; 0.69% of 350,000 active; in the data active = inhibition above about 41%;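 also: 0% = neutral control wells and 100% = reference inhibitor control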
NR2F2 inh: blocks human COUP-TFII nuclear receptor. P24468. HEK293T NGFI-A luciferase reporter, luminescence. 0.7% of 370,000 active. inhibition, % at 8.6 µM;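 active = inhibition above a per-plate cutoff, mean inhibition of test wells between control levels plus 3 SD, cut at about 38% in these data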;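 also: cells cotransfected with COUP-TFII expression vector driving the NGFI-A reporter; 0% = median of COUP-TF2 test wells and 100% = reporter-only cells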
Target sequence (P24468 whole entry, looked up): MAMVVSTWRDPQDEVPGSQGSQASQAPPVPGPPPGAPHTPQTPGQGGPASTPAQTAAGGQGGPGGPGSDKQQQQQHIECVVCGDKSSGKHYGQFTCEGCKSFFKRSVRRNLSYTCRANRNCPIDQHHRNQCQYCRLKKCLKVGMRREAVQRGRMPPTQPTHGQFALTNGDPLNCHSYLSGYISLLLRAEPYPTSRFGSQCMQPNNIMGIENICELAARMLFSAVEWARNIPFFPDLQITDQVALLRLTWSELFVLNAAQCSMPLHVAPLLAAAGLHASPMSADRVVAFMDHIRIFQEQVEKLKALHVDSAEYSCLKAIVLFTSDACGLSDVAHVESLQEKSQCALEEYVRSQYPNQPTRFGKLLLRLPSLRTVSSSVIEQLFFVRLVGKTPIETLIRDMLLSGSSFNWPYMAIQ
* marks the source's active call; other numbers are inactive results; x = no result given.

SMILES,TROY signal inh,TLR9-MyD88 block,NR5A2 inv ag,NOD2 RIPK2 PPI,SRC1 inh,NCOA3 inh,Vif imaging,NCOA2 inhibitor,TRAIL sens C8,EBV LMP1 NFkB,NR2F2 inh
CC(C)(C)C(=O)COC(=O)c1ccc(O)cc1,0,4,-25,10,-17,-10,x,-42,-9,-5,-1
CN(Cc1ccco1)Cc1ccc(O)c2ncccc12,20,-5,2,11,12,-1,x,x,-1,-2,x
COc1ccc(NC(=O)/C(C#N)=C/C=C/c2ccco2)cc1,-56,2,0,1,5,16,-4,1,11,7,19
COc1ccc(CNC(=O)[C@H](C)NC(=O)C2CCN(S(=O)(=O)c3ccc(F)cc3)CC2)cc1,-14,12,1,-15,-3,18,-4,20,-2,3,3
COc1ccc(C(=O)NCC(C)(C)N2CCOCC2)cc1S(=O)(=O)N1CCCC1,-3,0,-24,5,0,6,-3,-31,-11,-4,-8
Cc1nc(NC(=S)NC(=O)COc2ccccc2Cl)ccc1Br,-1,2,-6,0,-5,9,16,-35,-4,5,8
CCCCCCOc1ccc(C(CC(N)=O)C(=O)O)cc1 (stereo not drawn),-15,11,2,2,-13,15,-6,-20,3,-16,7
CCCCNC(=O)CCC(=O)Nc1ncc(-c2ccc(C)cc2)n1C,-9,13,3,7,-3,8,9,2,6,1,-3
COc1ccc(/C=N\NC(=O)CNC(=O)C(c2ccccc2)c2ccccc2)cc1[N+](=O)[O-],-1,-5,-6,-8,7,14,-3,-19,-11,2,2
CCCn1c(C)cc(/C=C(\C#N)C(=O)OCC(=O)NC(=O)NCC)c1C,12,-7,9,-1,-9,-4,5,-48,-5,-19,3
O=C(Nc1ccc(OC(=O)c2cccnc2)cc1)c1cccnc1,-3,1,6,-10,-9,3,11,9,-8,30,3
C/C(=N\N1CCN(C2c3ccccc3-c3ccccc32)CC1)c1ccco1,-5,0,-21,-12,3,13,7,9,11,-2,-7
COc1ccc(CNC(=O)C2CCN(S(=O)(=O)c3ccc4nc5c(c(C(=O)O)c4c3)CC(C)CC5)CC2)cc1 (stereo not drawn),3,-9,9,-3,5,7,-2,-15,7,5,-3
Cc1ccc(NC(=O)CCN2CC(C)OC(C)C2)cc1 (stereo not drawn),-16,-2,-14,-7,-22,-6,6,-1,-20,6,-12
O=C(Cc1ccc(-n2cccc2)cc1)NCc1cccs1,14,11,25,7,-13,0,-2,0,17,7,-45
CCOC(=O)c1c(C)n(-c2ccc(C)cc2)c2ccc(OCC(O)CN3CCN(C)CC3)cc12 (stereo not drawn),-25,4,15,-6,2,3,-1,3,6,-1,0
Cc1ccc(-c2nc(-c3ccccn3)no2)cc1,86*,-1,43,-4,51,57,-18,75*,92*,88*,72*
COc1ccc(C(=O)Nc2cccc(-c3ccc(N4CCOCC4)nn3)c2)cc1OC,-17,1,-74,0,-85,-53,-14,-59,64*,-11,-57
COCCN1CCn2c(nc3cc(Nc4nnc(C)c5ccccc45)ccc32)C1,4,3,5,11,7,-20,-14,-19,-1,2,-4
O=C(COC(=O)c1cnccn1)c1ccccc1,4,-5,11,-4,-4,17,-1,18,-10,1,-20
COc1ccccc1NS(=O)(=O)c1cccc(C(=O)N/N=C(/C)c2ccc(-n3ccnc3)cc2)c1,3,11,-27,9,4,-7,0,1,-21,-13,6
Cc1c(Cl)cccc1-c1ccc(C(=O)N2CCN(c3ccc([N+](=O)[O-])cc3)CC2)o1,32,-6,1,-13,8,0,2,-8,8,-1,1
CCOc1cc(/C=N/Nc2nc(=O)[nH]nc2C)ccc1O,-19,8,10,-7,-47,-62,1,-29,-1,3,-7
CCC(=O)c1ccc(OCC(=O)OCC(=O)Nc2c(C)n(C)n(-c3ccccc3)c2=O)cc1,-2,2,13,6,-16,-9,-6,-2,-16,-2,11
CN(C)C(/C=C/Nc1ccc([N+](=O)[O-])cc1)=C(C#N)C#N,-51,5,0,-6,-4,4,4,2,-5,-29,-13
CC(OC(=O)c1ccc(NC(=O)CC#N)cc1)C(=O)NC(c1ccccc1)c1ccccc1 (stereo not drawn),5,-7,-5,-6,0,-3,-15,-4,-5,-8,4
CCOC(=O)C1CCCCN1Cc1cc(Cl)ccc1O (stereo not drawn),15,-6,-19,-7,6,13,7,-22,2,1,-5
CC1(C(=O)OCc2cc(=O)n3cc(Br)ccc3n2)CC1(Cl)Cl (stereo not drawn),-41,-5,-119,2,-123,-108,1,-69,1,-36,-54
COc1ccc(CN2CCNC(=O)C2CC(=O)N(C)CCC2CCOCC2)cc1OC (stereo not drawn),-1,2,6,0,-21,0,-2,1,-11,1,19
NS(=O)(=O)c1ccc(CCNC(=O)COC(=O)C2CCN(c3ccc(C(F)(F)F)cn3)CC2)cc1,-7,-4,-29,-8,-14,18,0,-16,5,-13,-6
Cc1ccccc1CNC(=O)C1CCC(=O)N(C2CCCCCC2)C1 (stereo not drawn),-12,-1,26,-7,9,-16,-3,-11,-12,0,1
C=CCNC(=O)c1cccc(C(F)(F)F)c1,13,-6,9,-6,-7,4,-3,1,3,-2,3
COc1ccccc1Nc1ncccc1C(=O)NCc1ccccc1,19,7,-2,2,-4,8,16,1,8,-10,11
O=C(NCc1cccnc1)c1cn(-c2ccccc2)nc1-c1cccs1,-49,-2,-9,-5,-3,-7,-24,-20,2,-1,-1
O=C(COC(=O)/C=C/c1cccc(F)c1)Nc1cccc(S(=O)(=O)NC2=NCCCCC2)c1,1,4,7,-4,-9,-11,-3,32,13,-4,8
Cc1ccc(NC(=O)CSc2ccc(-c3ccco3)nn2)c(C)c1,5,-5,26,2,-11,7,20,-16,6,4,18
C[C@H](NC(=O)c1ccccc1Cl)C(=O)OCCOc1cccc(Cl)c1,0,2,-7,6,15,-3,9,1,3,-3,-9
O=C(O)C1=C[C@@H](c2coc3ccccc3c2=O)C[C@@H](OCCCCO)O1,-2,5,-4,8,-18,-13,-3,-6,-14,-10,-18
CCc1nc2ccccc2c(C(=O)Nc2cccc(C)c2)c1C,12,-6,-12,-12,3,-5,13,4,9,-4,-11
Cc1cc2c(cc1C)[n+](C)cn2CC(O)COCc1ccccc1 (stereo not drawn),2,6,12,-17,-11,4,8,-10,-16,2,-7
COc1ccc(-n2c(SCC(=O)Nc3cccc(S(N)(=O)=O)c3)nc3ccccc3c2=O)cc1OC,10,-9,-7,-13,0,4,2,-7,-13,-1,12
Cc1nc(Nc2ccccc2O)c2oc3ccccc3c2n1,-6,-11,31,-10,11,0,17,-37,2,3,-3
COc1ccc(S(=O)(=O)NCCC(=O)OCc2cc(=O)oc3cc(C)ccc23)cc1[N+](=O)[O-],-18,9,-2,-6,-19,14,-4,-6,-10,-1,2
COc1ccc(CCNC(=O)c2ccc(NC(=O)CC3SC(N4CCCC4)=NC3=O)cc2)cc1 (stereo not drawn),-6,-4,-2,-10,-25,17,-2,-23,9,-2,11
CCCCCC(=O)Nc1cccc(C2=NOC3(C2)C[C@@H](C(N)=O)N(C(=O)c2cc([N+](=O)[O-])cc([N+](=O)[O-])c2C)C3)c1 (stereo partly drawn),-9,4,-2,9,-7,-6,x,-22,11,2,1
CCCC(=O)NC(=S)Nc1cccc(NC(=O)c2ccccc2)c1,-18,-4,1,1,9,0,4,9,3,7,18
CS(=O)(=O)Nc1ccc(C2=NN(C(=O)C3CCCCC3)C(c3cccs3)C2)cc1 (stereo not drawn),16,4,2,-6,-6,18,-1,-12,0,-8,25
CN(C)S(=O)(=O)c1cccc(NC(=S)NCc2ccc3c(c2)OCO3)c1,0,8,15,3,-3,4,-6,14,1,-4,-3
COCCCn1cc(CN2CC(N3CCCCC3)CS2(=O)=O)nn1 (stereo not drawn),-7,x,-6,3,x,x,x,-10,-18,x,7
CC(CCc1ccccc1)NC(=O)c1ccc(Br)cc1 (stereo not drawn),3,-14,2,-13,-9,7,-2,-17,-10,-8,16

Remaining list, next part.
SMILES,TROY signal inh,TLR9-MyD88 block,NR5A2 inv ag,NOD2 RIPK2 PPI,SRC1 inh,NCOA3 inh,Vif imaging,NCOA2 inhibitor,TRAIL sens C8,EBV LMP1 NFkB,NR2F2 inh
COC(=O)c1[nH]c2ccc(F)cc2c1NS(=O)(=O)c1ccc(F)c(C)c1,5,12,-22,10,-6,11,0,9,1,8,26
CC(Cc1c[nH]c2ccccc12)C(=O)N1CCN(c2ccccc2F)CC1 (stereo not drawn),-17,7,-2,-4,0,-32,-1,11,6,5,30
COc1c(Cl)cccc1-c1cn2ccc(C)cc2n1,-55,2,-119,-8,-104,-56,4,-41,45,-34,-40
O=C(NCCc1ccccc1)c1ccc2c(c1)S(=O)(=O)N=C1CCCCCN12,-36,-12,-43,-3,-53,-21,4,-4,-6,-4,1
CC1CCCC(C)N1C(=O)COC(=O)c1ccccc1O (stereo not drawn),-38,-2,-13,-4,-21,-8,0,-36,4,2,-17
CCCOc1ccc(C(=O)NCc2ccco2)cc1,-28,1,-21,3,-27,-31,9,-19,-15,-9,-10
COc1ccc(CCNC(=O)C/C(C)=N/NC(=O)C(c2ccccc2)c2ccccc2)cc1OC,5,4,5,-8,9,6,-3,-4,-18,12,3
O=C(NNc1c(Cl)cccc1Cl)C1CCC1,-14,2,-1,-2,-6,16,-5,0,12,-2,-2
Cn1c(-c2ccccc2[N+](=O)[O-])[n+](C)c2ccccc21,-5,3,5,10,4,21,2,4,21,4,5
CC(C)Cn1c(=O)c2ccccc2n2c(CCC(=O)NC3CCN(Cc4ccccc4)CC3)nnc12,-31,0,-4,-9,-5,0,6,4,-18,1,-3
CNC(=S)N1N=C(c2ccc(Br)cc2)CC1c1ccc(Br)cc1 (stereo not drawn),-10,5,12,-5,4,24,-3,17,16,0,-4
Cc1cc(=O)[nH]c2c1cnn2C(C)c1ccccc1 (stereo not drawn),5,-3,3,-1,0,-7,8,-44,8,1,0
CSCCC(NC(=O)c1cncc(Br)c1)C(=O)O (stereo not drawn),5,-1,1,-7,-1,7,3,-7,-10,-9,-9
Cc1c(C)n(Cc2ccccc2)c2ncnc(NCCO)c12,-11,0,0,1,-24,-13,-4,-42,-19,-4,1
O=C(C1CCC(=O)N1C1CCCCC1)N1CCN(c2ccc(F)cc2)CC1 (stereo not drawn),-10,4,18,6,-3,-2,-22,-25,17,2,4
CCN(CC(=O)Nc1ccc(NC(C)=O)cc1)C(=O)C(c1ccccc1)c1ccccc1,7,-1,-8,-10,14,9,4,-6,-4,8,9
CCOc1ccc(S(=O)(=O)Nc2ccc(C(=O)NCC(c3ccco3)N(C)C)cc2)cc1 (stereo not drawn),8,-2,3,25*,-14,3,2,-6,4,5,8

Look-ups from the results shown:
Entry of COc1c(Cl)cccc1-c1cn2ccc(C)cc2n1 in NCOA2 inhibitor: -41
Entry of COc1ccc(NC(=O)/C(C#N)=C/C=C/c2ccco2)cc1 in TLR9-MyD88 block: 2

Assay outcomes: PubChem BioAssay, several laboratories

Some of the compounds tested. The share of hits here may be higher or lower than overall.
